Screens (PubChem)
MPTP inh: mitochondrial permeability transition pore inhibitors, primary screen, biochemical, isolated mouse mitochondria, absorbance; Ca2+ swelling absorbance, 30 min; inhibition, % at 10 µM; actives 1.4% (n = 360,000);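 active = inhibition of 50% or more, scaled per plate between neutral and stimulator controls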;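 also: 0% = DMSO wells given calcium and 100% = 1 mM EGTA wells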
NR3A LBD binder: binders of NR3A ligand-binding domain, primary screen, biophysical, differential scanning fluorimetry, uHTS; actives 2.5% (n = 340,000); Tm shift relative to glycine control, % at 25 µM; NR3A LBD differential scanning fluorimetry, Tm shift; 0% = protein alone, 100% = glycine-bound protein; Glutamate receptor ionotropic, NMDA 3A (GRIN3A) ligand-binding domain;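 active = melting temperature shift of at least 10% of the positive control shift, at one fixed dose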
APJ antagonist: antagonists of human apelin receptor APJ, primary screen, CHO-K1 cells, beta-arrestin complementation, luminescence; P35414; inhibition, % at 20 µM; actives 0.32% (n = 330,000);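 active = inhibition above about 40% at 20 µM, limit read from the data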;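 also: cells challenged with 10 nM apelin-13 agonist together with compound; plate controls were apelin-13 plus DMSO wells for no effect and DMSO wells lacking apelin-13 for full effect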
Target sequence (P35414 whole entry, looked up): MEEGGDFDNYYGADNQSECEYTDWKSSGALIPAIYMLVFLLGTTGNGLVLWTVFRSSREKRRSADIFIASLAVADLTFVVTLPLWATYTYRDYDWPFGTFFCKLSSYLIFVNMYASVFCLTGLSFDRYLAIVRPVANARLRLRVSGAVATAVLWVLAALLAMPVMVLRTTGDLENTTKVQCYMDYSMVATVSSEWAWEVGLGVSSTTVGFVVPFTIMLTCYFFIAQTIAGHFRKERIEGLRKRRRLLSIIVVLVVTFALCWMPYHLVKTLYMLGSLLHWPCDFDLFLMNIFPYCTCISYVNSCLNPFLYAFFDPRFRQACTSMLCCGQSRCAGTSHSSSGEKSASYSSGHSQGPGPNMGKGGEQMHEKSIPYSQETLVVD
NALP3 yeast inh: NALP3 inflammasome inhibitors in reconstituted yeast, primary screen, luminescence, uHTS. inhibition, % at 10 µM. AID 2825, 2010. Yeast reconstituted NLRP3/ASC/caspase-1, beta-gal luminescence, 24 h. actives 0.39% (n = 330,000);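 active = inhibition of 50% or more; inactive = inhibition below 50%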;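 also: plate controls were induced DMSO wells for no effect and uninduced yeast grown without galactose for full effect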
tim23-1 inh: growth inhibitors of tim23-1 mutant yeast, primary screen, luminescence, uHTS | AID 463212, 2010 | S. cerevisiae tim23-1 growth, BacTiter-Glo luminescence, 24 h | actives 1.3% (n = 330,000) | inhibition, % at 20 µM;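 active = growth inhibition of the mutant yeast at or above 50%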;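 also: temperature-sensitive mutant grown at 25 °C; plate controls were DMSO-treated mutant yeast for no effect and medium wells lacking yeast for full effect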
TIM10 inh: growth inhibitors of isogenic TIM10 control yeast, primary screen, counter-screen for tim10-1 yeast inhibitor project, luminescence, uHTS | S. cerevisiae TIM10 strain growth, BacTiter-Glo luminescence, 24 h | inhibition, % at 10 µM | actives 1.4% (n = 330,000) | AID 463195, 2010;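 active = inhibition of 40% or more at the single tested concentration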;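 also: wild-type TIM10 isogenic control strain grown at permissive 25 °C; 0% = DMSO yeast wells and 100% = minimal medium wells without yeast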
tim10-1 inh: growth inhibitors of tim10-1 mutant yeast, primary screen, luminescence, uHTS; S. cerevisiae tim10-1 ts strain growth, BacTiter-Glo, 24 h; inhibition, % at 20 µM; actives 2.2% (n = 330,000);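 active = inhibition of at least 40%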;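 also: mutant grown at 25 °C; 0% = DMSO wells with yeast and 100% = wells holding no yeast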
APJ agonist: agonists of human apelin receptor APJ, primary screen, CHO-K1 cells, PathHunter beta-arrestin, luminescence | 0% DMSO wells, 100% apelin | activation, % at 20 µM | actives 0.11% (n = 330,000);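 active = activation more than six SD over the plate average, tested at 20 µM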;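 also: 0% = DMSO alone and 100% = apelin-13 at 10 nM; some results filed as inactive read as strong as hits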
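Test system – PathHunter CHO-K1 APJ (AGTRL-1) beta-arrestin reporter cells · Input – 1000 cells/well · Compound – single test compound dose, 20 µM final, 1% DMSO · Times – compound stimulation 90 min at 25 °C, detection 60 min · Technique – beta-gal luminescence · Read-out basis – APJ–arrestin association signal · Control set – negative DMSO alone, positive Apelin-13 at 10 nM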
MIN6 prolif: inducers of MIN6 beta-cell proliferation, primary screen, ATP luminescence, uHTS; MIN6 cells proliferation, ATPlite luminescence, 48 h; cells starved in 0.2% serum; 100% = growth in 10% serum; proliferation, % at 10 µM; actives 0.29% (n = 330,000);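 active = compounds whose signal lies at least 3.5 SD above the mean of all wells on their plate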;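 also: 0% = DMSO-treated cells in low-serum medium and 100% = 10% serum control; some compounds called inactive have numbers as strong as hits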
The depositor's hits bear a star.

1. C/C(=N\NC(=O)c1cc(Br)ccc1O)c1ccccn1
2. O=C(COc1ccc(Cl)cc1)NCC(=O)N1CCC2(CC1)NCCc1[nH]cnc12
3. COc1cccc(NC(=O)[C@H](C)NC(=O)C2CCN(S(=O)(=O)c3ccc(C)cc3)CC2)c1
4. CCCNS(=O)(=O)c1ccc(CCC(=O)N2CCC(C)CC2)cc1
5. CC(=O)CCSc1ncnc2sc(-c3ccccc3)cc12
6. CC1=CCC2C(=O)N(c3cccc(C(=O)Nc4ccc(Cl)cc4)c3)C(=O)C2C1 (stereo not given)
7. Cc1cc(-c2nnc(SCC(=O)Nc3nccs3)o2)no1
8. COc1ccc(OC)c(N2Cc3ccccc3C2)c1

assay / compound,1,2,3,4,5,6,7,8
MPTP inh,-0.1,-2.7,0.4,-1.1,0.0,-0.8,-2.3,0.7
NR3A LBD binder,-6,-1,-2,0,-25,-3,-2,-1
APJ antagonist,44*,16,-16,-14,-56,-3,-16,4
NALP3 yeast inh,23,7,7,6,23,-1,4,10
tim23-1 inh,-2,6,1,13,48,41,-20,23
TIM10 inh,11,-4,-14,17,36,16,-19,18
tim10-1 inh,12,17,6,13,32,28,-6,11
APJ agonist,-13,0,1,7,12,10,1,0
MIN6 prolif,-7,9,3,-3,-7,-1,-4,-3

9. CCCCCCCOc1ccc(C2CC(=O)N(C)C2=O)cc1 (stereo not given)
10. O=[N+]([O-])c1ccc(O)c(/C=N/Nc2nc3ccccc3[nH]2)c1
11. O=C(O)COc1ccc(/C=N/n2c(COc3ccccc3)nc3ccccc3c2=O)cc1
12. COc1ccccc1CNC(=O)C1CCCN1S(=O)(=O)c1cccc2cccnc12 (stereo not given)
13. C/C(=N\NC(=O)c1ccc(C)cc1C)c1ccc2c(c1)OCO2
14. Cc1cccc(Nc2ncnc(N)c2[N+](=O)[O-])n1
15. O=C(CCS(=O)(=O)c1ccc(Cl)cc1)Nc1ccc(F)cc1
16. Cn1c(=O)c2[nH]c(N=Nc3ccc(N)cc3N)nc2n(C)c1=O

assay / compound,9,10,11,12,13,14,15,16
MPTP inh,1.5,9.4,-6.3,-0.2,1.8,-0.4,-0.2,1.8
NR3A LBD binder,0,7,1,-1,0,0,0,0
APJ antagonist,1,21,-2,-1,5,-10,-17,8
NALP3 yeast inh,13,19,2,9,16,22,26,21
tim23-1 inh,25,7,16,9,15,17,21,-22
TIM10 inh,11,13,-3,4,-7,6,-7,-10
tim10-1 inh,13,10,16,-3,0,6,21,-14
APJ agonist,-1,-5,0,-5,-2,0,2,-6
MIN6 prolif,-1,-6,0,3,-2,2,-1,0

17. CN(c1ccc(OCC(=O)OCC(=O)Nc2ccccc2)cc1)S(=O)(=O)c1ccc(F)cc1
18. CCOC(=O)C1(CCCc2ccccc2)CCN(C(=O)CCN2CCCCC2=O)CC1
19. c1coc(CNc2c3c(nc4ncnn24)CCCC3)c1
20. NC(=O)C1(NC(=O)[C@@H]2CC3(CC(c4cccc(NC(=O)[C@@H]5CCC(=O)N5)c4)=NO3)CN2C(=O)c2cnccn2)CC1 (stereo not given in full)
21. CC1=CCC2C(=O)N(c3ccc(S(N)(=O)=O)cc3)C(=O)C2C1 (stereo not given)
22. O=C(CN1CCN(Cc2cccc(Cl)c2)C1=O)NCc1ccccn1
23. CC1C(=O)NN=C1C(=O)N/N=C\c1ccc(O)cc1O (stereo not given)
24. O=C(Nc1ccccc1)Nc1ccc2c(c1)CCC2

assay / compound,17,18,19,20,21,22,23,24
MPTP inh,0.4,0.2,-0.4,-2.2,1.0,-0.8,1.0,23
NR3A LBD binder,-7,0,2,-2,1,-2,9,11*
APJ antagonist,12,3,8,-10,-10,15,3,-4
NALP3 yeast inh,-3,20,1,8,0,6,14,16
tim23-1 inh,3,4,10,-5,2,-2,2,0
TIM10 inh,-2,-7,3,7,-1,-9,0,0
tim10-1 inh,10,10,17,-7,-1,-3,2,-19
APJ agonist,-4,-2,2,-2,-3,-3,1,16
MIN6 prolif,0,-3,5,-2,0,0,4,-6

25. CCn1c(C(O)c2cc(OC)ccc2OC)nc2ccccc21 (stereo not given)
26. COc1ccc(C(=O)NCC(=O)OCC(=O)NC2CCCC2)cc1
27. CC(Cl)C(=O)c1c[nH]c2ccccc12 (stereo not given)
28. O=[N+]([O-])c1ccccc1S(=O)(=O)N1CCN(c2ccccc2)CC1
29. O=C(Cn1[nH]c(=O)c2ccccc2c1=O)Nc1ccc2c(c1)CCC2
30. CCOc1cc(C(c2c(C)[nH][nH]c2=O)c2c(C)[nH][nH]c2=O)cc(Br)c1OC
31. C/C(=N\NS(=O)(=O)c1ccc(Br)cc1)c1ccc(-n2ccnc2)cc1
32. COC(=O)Cc1c(C)nc2nc(-c3ccc(OC)cc3)[nH]n2c1=O

assay / compound,25,26,27,28,29,30,31,32
MPTP inh,-1.8,1.6,-1.2,-0.7,1.4,0.3,-1.3,2.5
NR3A LBD binder,1,0,-1,-5,2,-2,-2,0
APJ antagonist,0,-1,3,-14,8,3,4,7
NALP3 yeast inh,-1,-11,-3,37,7,16,6,16
tim23-1 inh,-1,5,22,26,21,28,2,-3
TIM10 inh,4,-9,16,5,5,27,-1,-8
tim10-1 inh,11,3,-1,5,6,27,-4,17
APJ agonist,2,-3,0,4,-1,-1,0,-2
MIN6 prolif,2,-2,-2,-2,-2,-3,-3,-2

33. Clc1ccc(Cl)c(OCCCCN2CCCCC2)c1
34. CC(C)=CC(=O)OCC(=O)Nc1ccc(F)cc1Cl
35. Cc1ccc(/C=C2\SC(=S)N(CCCC(=O)Nc3nccs3)C2=O)cc1
36. COCCn1c(SCC(=O)Nc2sccc2C(N)=O)nnc1-c1ccncc1
37. O=C(O)C1CCN(c2ccc([N+](=O)[O-])cc2[N+](=O)[O-])CC1
38. O=C(CN=C1NS(=O)(=O)c2ccccc21)OCC(=O)c1cc(F)ccc1F
39. COc1ccccc1/C=C/C=N/Nc1cccc(C(=O)O)c1
40. Cc1ccc2c(c1)C(c1ccccc1)N(C(=O)c1ccc(F)cc1)CC(=O)N2 (stereo not given)

assay / compound,33,34,35,36,37,38,39,40
MPTP inh,-0.8,1.2,2.3,0.5,0.1,-1.4,-2.4,-0.1
NR3A LBD binder,-1,-1,10*,0,-1,-1,8,1
APJ antagonist,18,-15,5,-5,14,26,-2,-14
NALP3 yeast inh,34,34,1,3,16,1,16,1
tim23-1 inh,0,14,-3,6,0,10,21,21
TIM10 inh,-55,7,-11,-14,-16,20,-6,14
tim10-1 inh,-55,6,-1,-2,5,12,1,24
APJ agonist,-1,-4,2,-3,-2,-5,1,1
MIN6 prolif,-2,-1,0,-2,-3,-1,0,-1

41. CCCC(NC(=O)CNC(=O)C(C)(C)C)C(=O)O (stereo not given)
42. COCCNC(=O)c1ccc(CS(=O)(=O)c2ccccc2C)o1
43. Cc1ccc(S(=O)(=O)/N=C(/Nc2cccc(C(=O)O)c2)c2ccccc2)cc1
44. CCOc1ccc(C(=O)N2CCN(Cc3ccccc3)CC2)cc1OCC
45. CCCNC(=O)CN1CCC(c2nc3ccccc3[nH]2)CC1
46. CC1(C)COC2(OC1)C(=O)N(CN1CCOCC1)c1ccccc12
47. OC(COCc1ccc(Cl)cc1)CN1CCCCC1 (stereo not given)
48. O=C(c1cc(-c2ccc(Cl)cc2)nc2ccccc12)N1CCC1

assay / compound,41,42,43,44,45,46,47,48
MPTP inh,0.4,-1.1,1.8,0.2,-2.9,0.4,-1.5,-0.9
NR3A LBD binder,1,-1,-2,-2,3,-1,0,0
APJ antagonist,14,-1,8,12,24,-5,-7,5
NALP3 yeast inh,19,9,6,21,6,24,1,11
tim23-1 inh,12,10,8,8,-1,4,-21,24
TIM10 inh,2,1,-2,0,-4,11,0,3
tim10-1 inh,3,9,-4,-2,-8,-6,-21,24
APJ agonist,-1,-1,0,-3,-1,-1,0,-2
MIN6 prolif,2,0,0,2,-1,2,-3,1

The list goes on, starting with the last 2 of the part before.
47. OC(COCc1ccc(Cl)cc1)CN1CCCCC1 (stereo not given)
48. O=C(c1cc(-c2ccc(Cl)cc2)nc2ccccc12)N1CCC1
49. Cc1ccn2c(NCc3ccccc3)c(-c3cccs3)nc2c1
50. CC1(C)Cc2c(C#N)c(SCC(=O)O)nc(N3CCOCC3)c2CO1
51. O=C(O)c1ccc(-n2cccn2)c([N+](=O)[O-])c1
52. Cc1cc(C(=O)CCC(=O)N2CCN(c3ccccc3F)CC2)c(C)s1
53. CC1(C)N=C2C(=[N+]1[O-])CCC/C2=N\O
54. O=C(N/N=C/c1ccccc1F)c1csc2c1CCCC2
55. Cc1ccc(S(=O)(=O)Nc2cccc3ncccc23)cc1
56. N#CCOC(=O)c1cc(S(=O)(=O)N2CCCCC2)ccc1N1CCOCC1
57. CC(NCc1cccs1)c1ccccc1 (stereo not given)
58. O=C(O)COc1ccc2occ(C(=O)c3ccccc3)c2c1
59. CCCCC(=O)Nc1ccc(C(=O)Nc2cccnc2)cc1

assay / compound,47,48,49,50,51,52,53,54,55,56,57,58,59
MPTP inh,-1.5,-0.9,0.0,2.4,-1.8,-2.6,1.4,-1.1,0.1,-0.3,-0.1,-0.1,-1.7
NR3A LBD binder,0,0,-6,5,-3,-2,0,0,0,2,-3,1,-8
APJ antagonist,-7,5,-8,-2,21,8,14,6,-17,1,20,12,4
NALP3 yeast inh,1,11,11,13,0,15,-1,12,22,14,-13,7,15
tim23-1 inh,-21,24,46,4,7,24,6,-25,-2,2,5,18,2
TIM10 inh,0,3,29,18,2,-9,-2,5,-15,-6,2,6,6
tim10-1 inh,-21,24,46*,1,-2,-5,2,9,-8,3,10,20,7
APJ agonist,0,-2,0,3,-2,-1,2,2,-4,-1,-3,4,-3
MIN6 prolif,-3,1,2,3,0,-2,-1,-4,-2,1,2,-3,-5

6 records drawn at random from the list so far, as already listed:
56. N#CCOC(=O)c1cc(S(=O)(=O)N2CCCCC2)ccc1N1CCOCC1
55. Cc1ccc(S(=O)(=O)Nc2cccc3ncccc23)cc1
52. Cc1cc(C(=O)CCC(=O)N2CCN(c3ccccc3F)CC2)c(C)s1
58. O=C(O)COc1ccc2occ(C(=O)c3ccccc3)c2c1
59. CCCCC(=O)Nc1ccc(C(=O)Nc2cccnc2)cc1
53. CC1(C)N=C2C(=[N+]1[O-])CCC/C2=N\O

assay / compound,56,55,52,58,59,53
MPTP inh,-0.3,0.1,-2.6,-0.1,-1.7,1.4
NR3A LBD binder,2,0,-2,1,-8,0
APJ antagonist,1,-17,8,12,4,14
NALP3 yeast inh,14,22,15,7,15,-1
tim23-1 inh,2,-2,24,18,2,6
TIM10 inh,-6,-15,-9,6,6,-2
tim10-1 inh,3,-8,-5,20,7,2
APJ agonist,-1,-4,-1,4,-3,2
MIN6 prolif,1,-2,-2,-3,-5,-1
